Compound activity (PubChem)
Vif-APOBEC3F blk: blocks the Vif interaction with APOBEC3F; HeLa A3F-eYFP + Vif (tagged APOBEC3F with the HIV-1 protein that degrades it), YFP fluorescence increase; Potency, µM (titrated, usually from 46.1 µM), for the others: at the highest dose activity, negative = active; 390,000 compounds, 0.2% hits; AID 602313; note: potency is the fitted concentration of half-maximal effect; % of control where 0% means no effect; nearly all actives have a fitted effect of over 65% in size
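Fluorescence increase (Ex 488/Em 500-530) after overnight compound treatment at 37 deg C flags inhibition of Vif-driven A3F-eYFP loss in stable HeLa A3F-eYFP/Vif cells seeded overnight beforehand.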
Glioma ERSR ind: ER stress response induction in glioma; U87-MG GRP78 promoter luciferase reporter, 16 h; Potency, µM, without a hit: at the highest dose activation, actives largely listed as activators; 420,000 compounds, 0.02% hits; note: potency is the fitted concentration of half-maximal effect; series mostly up to about 76 µM; % of control where 0% means no effect; nearly all actives have a fitted effect of over 35% in size
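Stably transfected U87-MG human glioma cells carrying a GRP78-based luminescent sensor were seeded at 1000 cells/well, pin-dosed with compounds and incubated 16 h. Luciferase reagent was then added, and end-point luminescence was read after 10 min at room temperature.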
D2 agonist: D2 dopamine receptor (human) agonism; P14416; HEK293 T-REx D2 cells, calcium flux agonist mode; activation, % at 2 µM; 340,000 compounds, 0.53% hits;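 active = activation over 3 SD above normal in the single-dose calcium agonist read, cut at about 30% in these data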; note: 0% is about no effect
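Tetracycline-induced HEK293 T-REx cells with force-coupled D2 receptor, plated overnight at 30 C, loaded with no-wash calcium dye. After a 10 s baseline, compound was pin-added and calcium flux read kinetically for 180 s; calcium rises flagged agonists.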
LDHA block: inhibitors of human lactate dehydrogenase A | purified LDHA, NADH/diaphorase-resazurin fluorescence; active compounds read low | activity change, % (values are at about 110 or 230 µM) | 480,000 compounds, 0.15% hits | AID 1347041; in the data active = activity change below about -30%; inconclusive = mostly about -25% to -30%;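 note: plate controls were DMSO wells for no effect and wells without enzyme for full effect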
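Human LDH5 at 2 nM final in Tris HCl pH 7.4 with 0.06 mM NADH and 0.2 mM pyruvate, reacted 5 minutes at room temperature. Remaining NADH coupled via diaphorase/resazurin; resorufin fluorescence read at 0 and 20 minutes, normalized to enzyme-free and DMSO wells.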
RGS4 inh: inhibitors of human regulator of G protein signaling 4 | P49798 | Transcreener GDP fluorescence polarization, RGS4-accelerated GTP hydrolysis | Potency, µM (titrated, usually from 114 µM), inactives show at the highest dose activity change, negative = inhibition, hits mostly inhibitors | 390,000 compounds, 0.039% hits; note: potency is the fitted concentration of half-maximal effect; % is set by controls: 0 for no effect and ±100 for the full control effect; nearly all actives have a fitted effect of over 75% in size; some results filed as inactive show a strong effect at the top dose
Target sequence (P49798 whole entry, looked up): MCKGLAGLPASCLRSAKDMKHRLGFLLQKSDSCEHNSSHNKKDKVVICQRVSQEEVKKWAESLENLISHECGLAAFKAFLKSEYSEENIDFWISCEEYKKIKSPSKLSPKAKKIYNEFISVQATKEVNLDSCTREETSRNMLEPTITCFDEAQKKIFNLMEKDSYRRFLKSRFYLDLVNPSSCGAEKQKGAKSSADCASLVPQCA
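MLSMR compounds (23 nl, pin-transferred) preincubated 10 min at room temperature with a 500nM (2x) first reagent, then RGS4 at 900nM (2x) plus Transcreener GDP mix added; fluorescence polarization (620/688 nm) read before and after 90 min at 30 °C.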
ALOX12 inh: ALOX12 (human) lipoxygenase inhibition. P18054. purified 12hLO, xylenol orange hydroperoxide absorbance. Potency, µM (top dose mostly 108 µM), for the others: top-dose activity change, negative = inhibition, actives largely listed as inhibitors. 580,000 compounds, 1.1% hits. AID 1671190; note: potency is the fitted concentration of half-maximal effect; % is set by controls: 0 for no effect and ±100 for the full control effect
Target sequence (P18054 whole entry, looked up): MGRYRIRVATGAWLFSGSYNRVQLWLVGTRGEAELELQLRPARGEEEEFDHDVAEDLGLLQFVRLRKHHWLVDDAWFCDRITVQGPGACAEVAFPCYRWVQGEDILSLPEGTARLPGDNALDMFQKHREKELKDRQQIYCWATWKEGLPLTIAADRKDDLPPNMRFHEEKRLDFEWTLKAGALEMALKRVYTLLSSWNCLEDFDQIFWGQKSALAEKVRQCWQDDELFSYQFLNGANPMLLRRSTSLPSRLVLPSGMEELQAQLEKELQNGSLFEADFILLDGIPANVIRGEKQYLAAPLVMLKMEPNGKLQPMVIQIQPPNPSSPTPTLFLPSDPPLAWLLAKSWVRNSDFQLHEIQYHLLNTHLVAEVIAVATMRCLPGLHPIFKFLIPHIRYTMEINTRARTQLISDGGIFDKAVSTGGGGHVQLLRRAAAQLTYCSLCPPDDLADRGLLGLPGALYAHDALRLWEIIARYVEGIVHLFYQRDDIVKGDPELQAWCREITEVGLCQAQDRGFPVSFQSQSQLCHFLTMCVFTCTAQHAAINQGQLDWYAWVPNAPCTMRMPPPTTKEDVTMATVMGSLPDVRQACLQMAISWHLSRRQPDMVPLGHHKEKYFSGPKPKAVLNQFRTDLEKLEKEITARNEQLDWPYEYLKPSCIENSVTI
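Purified human 12hLO (150 nM final) in 25 mM Hepes, 0.01% Triton X-100, pH 7.0 was preincubated 15 min at room temperature with compound. Then 40 uM arachidonic acid was added, 30 min. Hydroperoxide was read by Fe-XO absorbance ratio 573/405 nm.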
D2 antagonist: antagonists of human D2 dopamine receptor; inhibition, % at 10 µM; HEK293 TREx D2 cells, calcium flux, dopamine EC80; 340,000 compounds, 2% hits; in the data active = inhibition above about 30%; note: 0% is about no effect
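Antagonism is scored as inhibition of an EC80 dopamine-evoked calcium signal in a force-coupled, tetracycline-inducible HEK293 T-REx D2 line, with compound present 180 s before agonist.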
Vif-APOBEC3G blk: inhibitors of Vif-APOBEC3G interaction; HeLa A3G-eYFP + Vif (tagged APOBEC3G with the HIV-1 protein that degrades it), YFP fluorescence, overnight; 410,000 compounds, 0.076% hits; Q9HC16; Potency, µM (highest dose often 46.1 µM), inactives show at the highest dose activity, negative = active, hits mostly inhibitors;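 note: potency is the fitted concentration of half-maximal effect; % is set by controls: 0 for no effect and ±100 for the full control effect; nearly all actives have a fitted effect of over 60% in size; hits raise eYFP signal because A3G escapes Vif-driven loss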
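Read-out is eYFP fluorescence (Ex 488/Em 500-530) from Vif-expressing HeLa A3G-eYFP cells; more signal means A3G escaped Vif-mediated degradation. Cells plated overnight, compound pinned in, incubated overnight at 37 deg C.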
ERG Ets-DNA blk: blocks human ERG Ets domain binding to DNA; 370,000 compounds, 0.028% hits; fluorescence polarization, His-ERG Ets domain / labelled DNA; P11308; Potency, µM (series often up to 76.9 µM), without a hit: at the highest dose FP activity, negative = inhibition, hits mostly inhibitors; active = well fitted inhibition curve with a large enough effect in the polarisation, with a control signal flat; inconclusive = small, poorly fitted or top-dose-only effect, or effect the other way, or a change in a side signal; inactive = no such curve, though single readings can be large or run the other way; the % refers to the polarisation;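 note: polarization taken with two DNA probes labelled with fluorescein and Texas red; potency is the fitted concentration of half-maximal effect; % of control where 0% means no effect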
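His-tagged ERG Ets domain (1 uM in the protein solution; 300mM KCl, 50mM Tris-HCl, 1mM EDTA, 1mM DTT, pH 7.5) received compound, then a probe mix of 5 nM fluorescein-DNA and 100nM Texas-615-DNA. Fluorescence polarization was read for both dyes.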
The depositor's hits bear a star; ? = inconclusive; . = no result given; & = joins results of further samples; [ ] = dose if it differs, or a comment. Unless noted, calls come from the whole dose curve; as a rule, active = well fitted curve in the direction sought with a large enough effect; inconclusive = small, poorly fitted or top-dose-only effect, or another doubt; inactive = no such curve, though single readings can be large; an effect the other way counts as inactive or inconclusive. A portion of the library; the hit share may differ from the screen's.

SMILES	Vif-APOBEC3F blk	Glioma ERSR ind	D2 agonist	LDHA block	RGS4 inh	ALOX12 inh	D2 antagonist	Vif-APOBEC3G blk	ERG Ets-DNA blk
Cc1cc(-c2ccc(C(C)C)c(S(=O)(=O)NCCN3CCC(C)CC3)c2)on1	-4.0%	-4.2%	-0.1	-5.0	-8.1%	-10.1%	-4.5	3.5%	3.4%
COc1cc2c(cc1OC)C(c1ccc(Br)cc1)CC(=O)N2 (centres undefined)	2.5%	-3.3%	-0.1	-2.0	-6.4%	?	-3.7	0.7%	1.4%
COc1ccc(N2CCN(C(=O)C(Cc3ccccc3)NC(=O)c3ccccc3)CC2)cc1 (centres undefined)	5.2%	-5.5%	.	6.6	-0.3%	0.4%	.	0.0%	1.5%
O=C(/C=C/c1ccccc1Cl)NCCc1ccccc1	-0.8%	2.0%	0.2	-2.6	-9.7%	24.2%	-13.8	-4.1%	1.8%
COC(=O)C1=C(C)NC(C)=C(C(=O)OC)C1C(=O)OCC(=O)N1c2ccccc2CC1C (centres undefined)	5.0%&-7.6%	-2.8%&-2.6%	0.2	4.2&0.5	-2.8%&-25.9%	1.1%&-16.8%	4.4	-1.3%&0.9%	2.2%&-3.1%
COc1cc(NC(=O)Cn2cnc3sc(C)c(S(=O)(=O)N4CCC(C)CC4)c3c2=O)cc(OC)c1OC	-14.6%	-1.2%	0.1	1.5	2.9%	-5.8%	.	-2.5%	1.2%
COC(=O)c1ccccc1NC(=O)Oc1ccc(F)cc1	-11.4%	-3.7%	.	-3.3	7.7%	0.9%	.	2.5%	6.3%
COc1ccc(-c2cc(NC=O)c3ncc(-c4ccc(OC)c(OC)c4)n3c2)c(OC)c1	.	-3.7%	.	1.9	.	56.2µM*	.	-31.5%	.
COc1ccc(-c2cc(=Nc3c(C)n(C)n(-c4ccccc4)c3=O)c3ccccc3o2)cc1	-18.7%	2.2%	-0.7	-9.7	-22.8%	0.0%	-8.1	-0.6%	-0.7%
O=C(Cn1nc(C(F)(F)F)c2c1CCCC2)Nc1ccc(Br)cc1	3.6%	3.4%	0.3	-5.1	11.6%	0.0%	.	-18.7%	-5.3%
O=C(Nc1ccc(Cl)cc1)c1ccc(-c2ccccn2)s1	5.1%	10.3%	.	-8.8	11.0%	0.0%	.	0.9%	4.1%
Cc1ccc(CSc2n[nH]c(N)n2)cc1	-15.0%	-0.6%	0.4	-6.6	8.7%	5.7%	-2.3	0.1%	7.3%
CCCOc1cc(C)c(S(=O)(=O)NC2CC(C)(C)NC(C)(C)C2)cc1C	-26.2%	-6.6%	-0.4	-1.0&0.0	10.1%	-4.7%&0.2%	-5.1	-2.8%	-4.5%
CC(=O)c1cn(CC(=O)Nc2ccccc2C)c2ccccc12	.	-3.7%	-1.9	-6.6	-20.0%	?	3.2	0.6%	-0.7%
Cc1ccsc1S(=O)(=O)N1CCCC(CCC(=O)NCc2ccccc2F)C1 (centres undefined)	5.9%	1.5%	0.7	-6.5	3.2%	?	-1.2	0.6%	-1.4%
CN1C(=O)c2cccc3c(S(=O)(=O)Nc4cccc(C(=O)O)c4)ccc1c23	3.5%	-5.1%	0.1	5.9	-1.7%	?	.	2.3%	-6.4%
CCOc1ccccc1NC(=O)NCCc1c[nH]c2ccccc12	3.8%	-3.6%	-1.1	-5.8	-12.5%	0.0%	7.7	-14.2%	-2.9%
Cc1ccc(-c2cc3cccc[n+]3cc2-c2ccc(C)cc2)cc1	-4.4%	-5.5%	-0.5	-3.0	-17.4%	5.0%	-16.6	0.7%	-1.5%
CN(C)CC(C)(C)CN=Cc1c(O)[nH]c2ccccc12	5.3%	-3.3%	0.5	-14.2	-2.7%	0.0%	-11.2	-3.8%	-1.5%
Cc1ccc(C(=O)c2cn(Cc3cccc(F)c3)c3nc(C)ccc3c2=O)cc1	-1.9%	1.2%	-0.1	-1.9	-7.4%	?	.	-5.7%	-0.5%
CC(=O)OCC1=C(C(=O)O)N2C(=O)C(NC(=O)C(C)Cn3nc(C)c(Cl)c3C)C2SC1 (centres undefined)	?	-4.5%	0.8	1.3	-21.2%	?	7.0	0.1%	-10.9%
CCc1ccc(-c2cc3c(=O)n(CC(=O)NCCCN4CCN(Cc5ccccc5)CC4)nc(C)n3n2)cc1	-6.8%	1.5%	0.8	-1.8	10.9%	-28.3%	23.9	-1.1%	-2.4%
CCN(CC)S(=O)(=O)c1ccc(N2CCCC2)c(NC(=O)c2ccncc2)c1	18.2%	6.6%	-0.7	3.6	-25.3%	0.0%	-2.0	-6.2%	7.0%
O=C1NC[C@@H](Cc2cccc3ccccc23)N(CCCCC2CCCCC2)C1=O	8.5%	-3.4%	-1.2	0.3	0.7%	-0.3%	1.7	-9.8%	-4.2%
O=C(O)CC1CCC1CC(=O)O (centres undefined)	1.1%	3.0%	.	-6.2	-20.3%	-49.8%	.	-3.4%	-1.5%
CC(C)(C)c1ccc(NC(=O)CSc2n[nH]c(=O)n2C2CC2)cc1	-1.5%	2.2%	.	-1.7	2.4%	22.3%	.	1.1%	0.5%
CCCCN(C(=O)CC1OC(=O)c2ccccc21)c1c(N)n(CCCC)c(=O)[nH]c1=O (centres undefined)	?	-0.1%	-0.1	-3.0	-16.2%	?	2.6	-0.5%	5.4%
COc1cccc(C2C(C(=O)c3ccco3)=C(O)C(=O)N2CCN(C)C)c1OC (centres undefined)	-14.7%	6.5%	0.7	-3.4	19.1%	7.3%	-13.0	-0.6%	19.3%
COC(=O)c1ccc(CO/N=C/c2cccc([N+](=O)[O-])c2)cc1	4.0%	7.7%	.	-7.2	-26.9%	16.0%	.	2.6%	3.1%
C/C(=N\NC(=O)Cc1cccn1C)c1ccc2ccccc2c1	-6.6%	6.1%	-1.1	-10.8	-14.5%	-19.8%	5.6	-0.7%	2.7%
Cc1nn(C)c2c1c(C(F)(F)F)cc(=O)n2C(C)C(=O)NCc1ccccc1Cl (centres undefined)	-2.5%	-2.7%	0.3	-3.8	-24.7%	-3.1%	.	1.3%	4.1%
COc1ccc(OCCN2C(=O)c3ccccc3C2=O)cc1	4.2%	-1.3%	0.0	3.3	-48.9%	-2.9%	8.1	-0.9%	10.4%
COc1cccc(-c2nc(CS(=O)(=O)CC(=O)N3CCN(C)CC3)c(C)o2)c1	0.2%	-3.0%	0.1	1.4	-24.0%	19.7%	-4.8	1.3%	8.1%
CN(c1ccc(C(=O)Nc2cccc([N+](=O)[O-])c2)cc1)S(C)(=O)=O	10.4%	3.6%	0.2	-1.3	-24.1%	-2.2%	12.0	1.4%	11.2%
O=C(NCCO)c1cc2ccccc2c(=O)s1	1.3%	-2.5%	-0.1	-1.3	-7.6%	129.4%[activator]	6.5	-0.2%	-6.1%
Cc1ccc(C(=O)NCc2nnc(SCC(=O)Nc3ccccc3)n2C)cc1	-9.4%	2.0%	-0.4	-10.2	4.0%	-29.6%	0.0	-1.4%	7.8%
COc1ccc2c(c1)-c1nc(/N=C/c3ccc(O)c(OC)c3)sc1CC2	?	7.4%	-0.9	33.2	?	.	6.6	0.0%	1.5%
CCOC(=O)N1CCC(NS(=O)(=O)c2ccc3c(c2)OCC(=O)N3)CC1	1.5%	-7.6%	1.4	-4.7	-32.2%[56.9 µM]	-4.6%	-2.5	1.5%	-4.4%
O=[N+]([O-])c1c(NCCO)cc(N2CCCCCC2)c2nonc12	6.5%	-3.3%	0.8	-0.5	-3.8%	?	17.0	3.3%	9.4%
CCOc1ccc2c(C)c(C(=O)O)oc2c1OCC	.	-2.9%	-0.7	6.8	28.3%	-5.5%	-12.4	-3.2%	9.6%
COc1ccc(NC(=O)C2CCCN(S(=O)(=O)c3c(C)n[nH]c3C)C2)cc1OC (centres undefined)	-1.4%&3.2%	-4.6%&-2.8%	-1.0&-0.5	-14.1&-7.1	13.0%&-2.5%	-0.9%&-0.5%	13.5	1.8%&5.7%	1.0%&0.4%
O=C(NNc1ccc([N+](=O)[O-])cn1)Nc1ccc(N=Nc2ccccc2)cc1	0.2%	-3.8%	.	4.4	11.2%	-13.2%	.	-4.3%	4.3%
Cc1cc(C)c[n+](-c2nc3ccccc3nc2[N-]S(=O)(=O)c2cccs2)c1	5.2%	-2.3%	0.2	-1.9	-16.9%	-13.6%	-17.7	1.2%	4.1%
CN1C(=O)c2cccc3c(Br)ccc(c23)C1=O	1.3%	-5.5%	.	5.1	-20.0%	-26.7%	.	-2.7%	-7.1%
CCS(=O)(=O)NCCc1cc2c(OC)ccc(OC)c2[nH]c1=O	-4.4%	-6.3%	0.3	3.3	-31.3%[11.4 µM]	16.9%	9.0	-5.3%	2.1%
CC(C)(C)c1ccc(C(=O)NCc2ccc(Cl)cc2)cc1	-12.2%	-0.6%	0.1	-4.6	16.1%	-8.6%	-41.8	-0.4%	.
O=C(Nc1nnc(-c2cccs2)o1)c1cc(-c2ccccc2)nc2ccccc12	-0.9%	-2.4%	2.2	-7.1	14.5%	-2.1%	4.5	1.1%	-2.3%
